L3MBTL1 block: inhibitors of human L3MBTL1; hit rate 0.66% among 230,000; AID 485360; Potency, µM (series often up to 57.1 µM), for inactives: at the highest dose activity, negative = inhibition, hits mostly inhibitors; AlphaScreen L3MBTL1–H3K9me1 peptide binding; Q9Y468; note: nearly all actives have a fitted effect of over 60% in size
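L3MBTL1 (50 nM) pre-complexed 30 min with biotinylated H3(1-15)K9me1 peptide (75 nM), then compounds added for 30 min at room temperature; AlphaScreen streptavidin donor/nickel chelate acceptor beads (10 ug/mL final) read after 30 min dark incubation.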
TexasRed fluor: counter-screen for TRb-SRC2 inhibitors: fluorescence interference; hit rate 0.29% among 280,000; Potency, µM (highest dose often 106 µM), for the others: at the top dose fluorescence change, negative = quenching; TRb/SRC2 Texas Red total fluorescence interference; active = well fitted curve in either direction with a large enough effect; inconclusive = small, poorly fitted or top-dose-only effect
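Human TRβ ligand-binding domain (0.6 uM) and Texas Red SRC2 peptide (20 nM) in Tris buffer with 1 uM T3 and 5% DMSO were incubated with pinned compound for 5 hr at ambient temperature. Total fluorescence was computed as S + 2P (555/632 nm).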
Tau ThT inhib: blocks human tau fibril formation measured by thioflavin T; P10636; hit rate 2.1% among 270,000; recombinant tau K18 P301L, heparin-induced fibrillization, ThT fluorescence; Potency, µM (series often up to 57.4 µM), for the others: at the top dose activity, negative = inhibition, actives largely listed as inhibitors; note: nearly all actives have a fitted effect of over 55% in size
Target sequence (P10636 561-689 P618L limits assumed): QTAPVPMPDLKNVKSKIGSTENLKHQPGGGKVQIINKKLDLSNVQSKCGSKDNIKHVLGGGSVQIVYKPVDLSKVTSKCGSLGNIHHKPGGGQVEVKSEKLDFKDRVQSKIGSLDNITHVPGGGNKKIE
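Recombinant human tau K18 fragment […] carrying P301L, 15 uM unlabeled plus 0.24 uM Alexa 594-labeled, was fibrillized with 20 uM heparin in 100 mM sodium acetate pH 7 for 6 hr at 37 C; 30 uM ThT fluorescence read after 1 hr.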
GLA spleen mod: inhibits or activates alpha-galactosidase in human spleen homogenate | P06280 | human spleen homogenate, 4MU-alpha-Gal fluorescence, 40 min | Potency, µM (series often up to 80 µM), inactives show at the top dose activity change, negative = inhibition, usual class: inhibitors | hit rate 0.008% among 240,000 | AID 2107;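 note: 0% = enzyme with vehicle and -100% = no enzyme basal signal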
Target sequence (P06280 32-429 limits assumed): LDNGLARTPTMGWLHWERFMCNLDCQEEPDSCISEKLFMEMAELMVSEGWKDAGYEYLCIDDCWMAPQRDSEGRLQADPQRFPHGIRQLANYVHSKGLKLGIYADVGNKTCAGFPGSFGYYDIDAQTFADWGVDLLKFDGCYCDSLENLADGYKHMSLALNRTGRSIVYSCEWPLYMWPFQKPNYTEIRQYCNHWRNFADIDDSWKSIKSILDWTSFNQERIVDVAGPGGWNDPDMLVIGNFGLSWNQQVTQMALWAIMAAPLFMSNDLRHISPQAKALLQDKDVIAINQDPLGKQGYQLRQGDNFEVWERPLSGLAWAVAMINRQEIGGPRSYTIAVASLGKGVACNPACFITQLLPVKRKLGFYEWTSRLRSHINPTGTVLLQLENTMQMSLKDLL
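Fluorogenic readout (Ex 365/Em 440 nm) of 4-methylumbelliferone released from 1 mM 4-MU-alpha-galactoside by spleen homogenate, 40 min at 37C, pH 5.0. Data normalized to no-enzyme and enzyme controls; Hill-equation AC50 from compound titrations.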
Tau fluor counter: counter-screen for tau fibril formation inhibitors; tau K18 P301L (four-repeat tau fragment) Alexa594 fluorescence, heparin fibrillization; Potency, µM (highest dose often 57.7 µM), inactives show at the highest dose activity change, negative = decrease; hit rate 0.93% among 280,000; AID 1463; note: nearly all actives have a fitted effect of over 55% in size
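Human K18 P301L tau (15 uM unlabeled plus 0.24 uM Alexa 594-labeled, final) in 100 mM sodium acetate pH 7 was mixed with compound and 20 uM heparin and incubated 6 hr at 37 C.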
ALDH1A1 inh: ALDH1A1 (human) enzyme inhibition | P00352 | Purified ALDH1A1, NADH fluorescence, propionaldehyde substrate | Potency, µM (top dose mostly 75.3 µM), for the others: top-dose activity, negative = inhibition, most hits filed as inhibitors | hit rate 7.3% among 220,000 | AID 1030; active = well fitted inhibition curve with a large enough effect, not every such curve was filed as active; inconclusive = small, poorly fitted or top-dose-only effect, or another doubt; inactive = no such curve, though single readings can be large or run the other way;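 note: plate controls were no enzyme wells and a reference inhibitor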
Target sequence (P00352 whole entry, looked up): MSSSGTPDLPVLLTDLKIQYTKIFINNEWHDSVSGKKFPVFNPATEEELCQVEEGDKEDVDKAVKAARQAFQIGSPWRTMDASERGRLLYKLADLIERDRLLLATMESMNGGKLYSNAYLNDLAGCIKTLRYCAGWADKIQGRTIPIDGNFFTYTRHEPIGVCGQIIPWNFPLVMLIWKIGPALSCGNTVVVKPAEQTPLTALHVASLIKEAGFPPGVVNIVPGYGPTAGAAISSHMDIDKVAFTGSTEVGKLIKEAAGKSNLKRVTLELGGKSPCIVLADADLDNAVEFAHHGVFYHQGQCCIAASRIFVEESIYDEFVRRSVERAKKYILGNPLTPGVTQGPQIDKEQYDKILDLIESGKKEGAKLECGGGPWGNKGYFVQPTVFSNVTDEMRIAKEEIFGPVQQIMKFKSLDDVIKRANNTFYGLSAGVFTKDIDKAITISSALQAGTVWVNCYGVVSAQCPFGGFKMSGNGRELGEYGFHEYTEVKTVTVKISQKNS
TRb-SRC2 inh: inhibitors of human thyroid hormone receptor beta-SRC2 interaction | P10828 | TRbeta-SRC2 peptide binding, fluorescence polarization; receptor liganded with 1 µM T3 | Potency, µM (highest dose often 106 µM), for inactives: at the highest dose activity change, negative = inhibition, actives largely listed as inhibitors | hit rate 0.065% among 280,000;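 note: plate controls were bound peptide for no effect and peptide without receptor for full effect; nearly all actives have a fitted effect of over 50% in size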
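Read-out is fluorescence polarization (555 nm excitation, 632 nm emission) of a Texas Red SRC2 coactivator peptide; loss of signal reflects blocked binding to human TRb ligand-binding domain in the presence of 1 uM T3.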
Tau FP inhib: inhibitors of human tau fibril formation. P10636. K18 P301L tau heparin fibrillization, Alexa594 FP, 6 h. Potency, µM (doses to about 57.7 µM), for inactives: top-dose activity, negative = inhibition, actives largely listed as inhibitors. hit rate 0.39% among 280,000; note: nearly all actives have a fitted effect of over 55% in size
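Read-out: fluorescence polarization of Alexa 594-labeled tau (0.24 uM), 555 nm excitation, 632 nm emission. Mixtures held 15 uM unlabeled K18 P301L, compound and 20 uM heparin, pH 7 acetate buffer, incubated 6 hr at 37 C.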
* hit, by the source's call; ? = inconclusive; . = no result given; [ ] = dose if it differs, or a comment. Unless noted, calls come from the whole dose curve; as a rule, active = well fitted curve in the direction sought with a large enough effect; inconclusive = small, poorly fitted or top-dose-only effect, or another doubt; inactive = no such curve, though single readings can be large; an effect the other way counts as inactive or inconclusive. Unless noted, % is set by controls: 0 for no effect and ±100 for the full control effect; potency is the fitted concentration of half-maximal effect.

Results follow in this order: L3MBTL1 block	TexasRed fluor	Tau ThT inhib	GLA spleen mod	Tau fluor counter	ALDH1A1 inh	TRb-SRC2 inh	Tau FP inhib
Fc1ccccc1NC(=S)N(CCN1CCCCC1)Cc1ccco1
    .	1%	-4%	7%	-8%	-10%	2%	7%
Cc1ccc(S(=O)(=O)Nc2ccc3c(c2)nc2n3CCN(Cc3ccccc3)C2)cc1
    0%	-1%	?	0%	-22%	?	0%	3%
Brc1ccccc1OCCCN1CCOCC1
    5%	-6%	2%	10%	4%	-9%	-1%	5%
O=C(Nc1cccc(-c2nc3ccccc3o2)c1)c1cccc2c(Cl)cccc12
    .	1%	-8%	.	-13%	.	11%	?
CCOC(=O)c1ccc(NC(=O)CN2C(=O)COc3ccc(Cl)cc32)cc1
    .	-9%	7%	.	-22%	.	0%	-16%
COC(=O)C(=Cc1ccccc1[N+](=O)[O-])C(=O)OC
    10%	-3%	25µM*	9%	-27%	.	4%	?
CCOc1ccc(Cn2c3ccc(OC)cc3c3nc4ccccc4nc32)cc1OC
    36%[activator]	-19%	?	4%	-17%	9%	5%	?
CSc1nnc2n(C3CCCCC3)c(=O)c3c4c(sc3n12)CCCC4
    .	-1%	-1%	2%	-2%	3%	-7%	4%
COc1ccc(-c2cc(C3CCN(Cc4ccc([N+](=O)[O-])cc4)CC3)[nH]n2)cc1
    3%	1%	?	-2%	-29%	-7%	2%	10%
CC(=O)N1CCc2cc(S(=O)(=O)NCCC(=O)N3CCN(c4ccccn4)CC3)ccc21
    11%	3%	-21%	-2%	-6%	2%	-2%	1%
CCN1CCN(C(=S)NC(C)c2ccccc2)CC1 (stereo unspecified)
    23%	-9%	6%	11%	4%	19µM*	-8%	4%
O=C(NCCc1ccccc1)NC1CCCCC1
    6%	-6%	-4%	-3%	4%	16%	-3%	3%
C=CCn1c(CCC(O)CCCCC)n[nH]c1=S (stereo unspecified)
    7%	2%	-3%	6%	-6%	?	2%	-4%
CCOC(=O)/C(=C/c1c(C)n(C)c2ccc([N+](=O)[O-])cc12)C(C)=O
    -1%	-12%	?	-5%	-4%	-7%	-2%	?
CCOC(=O)c1cnc2ccc(C(=O)OC)cc2c1NCCN1CCOCC1
    4%	-1%	5%	-9%	6%	?	8%	-2%
COCC(C)n1c(SCC(=O)NNC(=O)c2ccc(F)cc2)nc2ccccc2c1=O (stereo unspecified)
    19%	-3%	-4%	-6%	-8%	7%	2%	-3%
Cc1cc(C)c(S(=O)(=O)NCC(c2ccco2)N2CCN(c3ccccc3)CC2)c(C)c1 (stereo unspecified)
    .	1%	?	.	-28%	.	-1%	8%
COc1cc(CNCCN2CCOCC2)ccc1OCc1ccccc1Cl
    -2%	2%	-5%	10%	2%	1%	4%	2%
CC(=O)Nc1ccc(N2N=C(C)C(N=Nc3ccccc3)C2=O)cc1 (stereo unspecified)
    -5%	-6%	4.5µM*	-7%	-30%	1%	1%	4%
COc1ccccc1NC(=O)N1CCCC1C(=O)NC12CC3CC(CC(C3)C1)C2 (stereo unspecified)
    .	1%	-4%	-4%	-7%	-2%	-19%	-5%

An excerpt from above, showing only L3MBTL1 block, Tau FP inhib and Tau fluor counter.
| SMILES | L3MBTL1 block | Tau FP inhib | Tau fluor counter |
| --- | --- | --- | --- |
| CC(=O)Nc1ccc(N2N=C(C)C(N=Nc3ccccc3)C2=O)cc1 (stereo unspecified) | -5% | 4% | -30% |
| COc1ccccc1NC(=O)N1CCCC1C(=O)NC12CC3CC(CC(C3)C1)C2 (stereo unspecified) | . | -5% | -7% |

Three entries out of the list, arranged by molar mass, low to high:
Results follow in this order: L3MBTL1 block	TexasRed fluor	Tau ThT inhib	GLA spleen mod	Tau fluor counter	ALDH1A1 inh	TRb-SRC2 inh	Tau FP inhib
COc1cc(CNCCN2CCOCC2)ccc1OCc1ccccc1Cl
    -2%	2%	-5%	10%	2%	1%	4%	2%
COc1ccc(-c2cc(C3CCN(Cc4ccc([N+](=O)[O-])cc4)CC3)[nH]n2)cc1
    3%	1%	?	-2%	-29%	-7%	2%	10%
CCOc1ccc(Cn2c3ccc(OC)cc3c3nc4ccccc4nc32)cc1OC
    36%[activator]	-19%	?	4%	-17%	9%	5%	?

Next structures:
Results follow in this order: L3MBTL1 block	TexasRed fluor	Tau ThT inhib	GLA spleen mod	Tau fluor counter	ALDH1A1 inh	TRb-SRC2 inh	Tau FP inhib
Cc1ccccc1C(=O)c1c[nH]c(C(=O)N2CCN(c3ccccc3F)CC2)c1
    ?	-1%	-18%	2%	-10%	?	5%	4%
O=C(N/N=C/c1ccc(OC(=O)c2ccccc2)cc1)c1ccc(CN2CCOCC2)cc1
    40%[activator]	.	-5%	1%	-6%	-5%	.	-10%
CCC(c1ccccc1)c1nnc(NC(=O)c2ccco2)s1 (stereo unspecified)
    .	1%	.	5%	-4%	.	-1%	-4%
CCCCc1ccc(-c2ccc(Br)cc2O)nc1
    .	-2%	-6%	-3%	-15%	3%	-1%	-4%
CCOC(=O)C1=C(c2ccccc2)N=C2SCC(=O)N2C1c1ccc(OCC)c(OCC)c1 (stereo unspecified)
    .	3%	-6%	5%	-17%	-9%	4%	5%
COc1ccc2c(C)cc(=S)[nH]c2c1
    -12%	-3%	-16%	-6%	2%	32µM*	-2%	-5%
O=C(COc1ccccc1F)c1ccc(O)cc1O
    5%	-4%	2%	4%	-2%	7%	0%	2%
CS(=O)(=O)N(CC(=O)N1CCN(c2ccccc2F)CC1)c1cccc(C(F)(F)F)c1
    0%	-2%	-11%	-4%	-16%	10%	7%	3%
Cn1nnnc1SCC(=O)NCc1ccccc1
    7%	1%	0%	2%	-2%	-4%	-11%	-7%
N/C(=N\OC(=O)CCCc1ccccc1)c1cccc([N+](=O)[O-])c1
    0%	2%	-11%	10%	-25%	10%	5%	3%
Cc1cc(C)cc(-n2cccc2/C=C2/C(=N)N3C(=NC2=O)SN=C3S(C)(=O)=O)c1
    .	-8%	?	-5%	-20%	5µM*	-2%	-2%
CCOc1ccc(OCC)c(NC(=O)C2CCN(S(=O)(=O)c3c(C)noc3C)CC2)c1
    .	0%	-4%	-13%	-16%	4%	-5%	11%
Cc1noc(/C=C/N(C)C)c1S(=O)(=O)N1CCCC(C(=O)NCc2ccc(F)cc2)C1 (stereo unspecified)
    .	-5%	?	2%	-26%	?	-2%	1%
CC(C)(C)NC(=O)N1CCC(C(=O)O)CC1
    .	0%	6%	.	10%	.	0%	2%
CCCn1c(SCC(=O)Nc2nnc(C(C)C)s2)nc2c1c(=O)n(C)c(=O)n2C
    6%	1%	-1%	-6%	2%	-3%	-3%	6%
CC1CC(CC(C)C(=O)NC(=S)Nc2ccc(S(N)(=O)=O)cc2)C(=O)O1 (stereo unspecified)
    .	0%	-4%	4%	-9%	9%	4%	-7%
COc1cc(C(=S)N2CCC(C)CC2)ccc1O
    .	0%	?	2%	-11%	10µM*	5%	-9%
Cc1cccc(OCC(=O)Nc2c(C(=O)Nc3ccc(F)cc3)oc3ccccc23)c1
    .	0%	-5%	.	-26%	.	-10%	?
CCc1ccccc1NC(=S)N(CCN(C)C)C(C)c1ccco1 (stereo unspecified)
    .	0%	-4%	2%	-8%	7%	-1%	1%
COc1ccc(CCNC(=O)C(C(=O)c2ccccc2)n2ccccc2=O)cc1OC (stereo unspecified)
    -6%	-6%	7%	1%	-4%	0%	-2%	-13%
CN(C)c1ccc(N2C(=O)CC(Sc3ccccc3C(=O)O)C2=O)cc1 (stereo unspecified)
    2%	-3%	?	-18%	-22%	1.3µM*	-1%	1%
O=S(=O)(N/N=C/c1c(F)cccc1Cl)c1ccccc1
    -19%	-1%	-4%	14%	-7%	6.3µM*	-20%	-8%
O=C(CN1CCN(Cc2ccccc2F)C1=O)NCc1ccccc1
    .	1%	-10%	.	-6%	.	-9%	9%
O=c1oc2ccccc2c(N2CCCCC2)c1[N+](=O)[O-]
    4%	-5%	-3%	3%	4%	-14%	2%	4%
O=C1C2CCCCC2C(=O)N1c1ccc(NC2CCN(Cc3ccccc3)CC2)c([N+](=O)[O-])c1 (stereo unspecified)
    -1%	-2%	?	3%	-8%	?	3%	-2%
Cc1cc(C)c2nc(SCC(=O)N(C)C3CCS(=O)(=O)C3)cc(C)c2c1 (stereo unspecified)
    1%	-4%	-8%	1%	-6%	-5%	-1%	6%
CCOC(=O)C1CCN(C(=O)Nc2cccc(Cl)c2)CC1
    7%	-1%	-16%	6%	-9%	9%	2%	-1%
COc1ccccc1C1(CC(=O)N2CCCCC2)CCOC(C(C)C)C1 (stereo unspecified)
    .	0%	-23%	1%	-21%	1%	0%	-13%
CCS(=O)(=O)N1CCN(c2ccc(C(=O)NC34CC5CC(CC(C5)C3)C4)cc2[N+](=O)[O-])CC1
    7%	-1%	?	-7%	-11%	?	4%	2%
CCOc1ccc(CCNC(=O)Cn2c(-c3cccs3)cc3cc(F)ccc32)cc1OCC
    .	0%	4%	.	-14%	.	1%	-1%
O=C(Nc1nc(-c2ccc(S(=O)(=O)N3CCCCCC3)cc2)cs1)c1cccs1
    -1%	1%	5%	0%	-24%	?	4%	?
CCOC(=O)c1ccc(NC(=O)CN(c2ccc(C)cc2)S(=O)(=O)c2c(C)n[nH]c2C)cc1
    -1%	2%	-7%	5%	?	-6%	4%	-14%
Cc1cc(Oc2ccccc2)nc(NCc2ccccc2)n1
    -3%	-1%	?	11%	-17%	-12%	-2%	-4%
Cn1nc(-c2ccccc2)c(-c2ccccc2)c(C(=O)Nc2ccc(S(N)(=O)=O)cc2)c1=O
    .	-2%	-7%	.	-15%	.	-8%	-5%
CC(C)(C)C(=O)Nc1nnc2n1CCS2
    .	4%	5%	.	5%	.	-2%	-3%
